Pf growth 96h: Primary qHTS for delayed death inhibitors of the malarial parasite plastid, 96 hour incubation; P. falciparum luciferase reporter growth, 96 h; AID 504834, 2011; 320,000 tested, 6.9% active; Potency, µM (top dose mostly 28.7 µM), inactives show at the highest dose activity change, negative = inhibition, hits mostly inhibitors; also: potency is read from the fitted curve at half-maximal effect; % is scaled to controls: 0 for no effect and ±100 for the full control effect
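Luminescence readout: decreased luciferase signal marks inhibited growth of reporter-expressing P. falciparum in infected red cells (2% hematocrit, 0.05% parasitemia final), exposed to compound two generations (96 h, 37 C, 5% CO2).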
Shiga toxin inh: A qHTS for Small Molecule Inhibitors of Shiga Toxin. Vero cells, Shiga toxin protein synthesis inhibition reporter. inhibition, % at 38.7 µM. 290,000 tested, 9.2% active; in the data active = inhibition mostly above about 28%, no sharp cut-off; inactive = mostly below about 43%; also: 0% is about no effect
HCV inh: qHTS Assay for Inhibitors of Hepatitis C Virus (HCV) | AID 651820, 2012 | Huh7.5.1 HCVcc-Cre infection, luciferase reporter, 44 h | 340,000 tested, 3.4% active | Potency, µM (doses to about 41.8 µM), without a hit: at the top dose activity change, negative = inhibition, most hits filed as inhibitors; also: potency is read from the fitted curve at half-maximal effect; % is scaled to controls: 0 for no effect and ±100 for the full control effect
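Seed cells (1,000/well) for 4 h; treat with compound and infect with HCVcc-Cre, moi about 0.5. Incubate 44 h, then detect luciferase activity.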
LmPK inhibitor: qHTS Assay for Inhibitors of Leishmania Mexicana Pyruvate Kinase (LmPK); Potency, µM (titrated, usually from 57.5 µM), without a hit: top-dose activity change, negative = inhibition, most hits filed as inhibitors; 290,000 tested, 0.37% active; purified LmPK, Kinase-Glo ATP luminescence, 1 h; also: potency is read from the fitted curve at half-maximal effect; % is scaled to controls: 0 for no effect and ±100 for the full control effect
Target sequence (Q27686 whole entry, looked up): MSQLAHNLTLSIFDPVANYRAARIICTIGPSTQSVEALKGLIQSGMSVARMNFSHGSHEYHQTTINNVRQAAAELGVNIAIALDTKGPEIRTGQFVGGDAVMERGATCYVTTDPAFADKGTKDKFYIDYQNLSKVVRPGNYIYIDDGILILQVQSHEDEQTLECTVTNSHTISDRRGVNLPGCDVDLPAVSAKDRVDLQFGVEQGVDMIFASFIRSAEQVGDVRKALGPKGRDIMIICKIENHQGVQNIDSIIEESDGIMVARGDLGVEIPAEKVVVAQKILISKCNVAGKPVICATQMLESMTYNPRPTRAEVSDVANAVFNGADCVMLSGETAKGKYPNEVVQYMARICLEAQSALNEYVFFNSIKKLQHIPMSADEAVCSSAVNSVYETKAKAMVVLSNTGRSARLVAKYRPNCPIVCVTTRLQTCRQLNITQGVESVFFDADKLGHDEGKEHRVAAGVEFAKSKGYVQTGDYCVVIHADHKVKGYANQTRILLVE
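Purified LmPK (0.1 nM) converted ADP (0.1 mM) to ATP with PEP (0.5 mM) in imidazole buffer pH 7.2 with KCl and MgCl2, 1 h at room temperature. ATP was read by Kinase-Glo luminescence; data normalized to uninhibited and no-enzyme controls.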
Cycloheximide cs: Cycloheximide Counterscreen for Small Molecule Inhibitors of Shiga Toxin; cell reporter, cycloheximide protein synthesis inhibition counterscreen; max response, %; 300,000 tested, 12% active; in the data active = max response mostly above about 13%, no sharp cut-off; inactive = mostly below about 14%; also: read at 38.3 µM for the half of the compounds with a filed dose; 0% is about no effect
Tb PYK inh: qHTS of Trypanosoma Brucei Inhibitors | 410,000 tested, 0.12% active | TbPYK enzyme, Kinase-Glo Plus ATP luminescence, 45 min | Potency, µM (titrated, usually from 76.8 µM), inactives show at the top dose activity, negative = inhibition, most hits filed as inhibitors | pyruvate kinase (Trypanosoma brucei), Q57TT1 | AID 624173, 2012; also: potency is read from the fitted curve at half-maximal effect; % is scaled to controls: 0 for no effect and ±100 for the full control effect; nearly all actives have a fitted effect of over 50% in size
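Assay buffer: 50 mM TEA pH 7.2, 100 mM KCl, 10 mM MgCl2, 0.05% BSA, 0.01% Tween-20. Pyruvate kinase from T. brucei plus substrate met compound, then ADP (130 uM final). Luminescence was read post 45 min RT.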
Pf growth 48h: Primary qHTS for delayed death inhibitors of the malarial parasite plastid, 48 hour incubation | P. falciparum luciferase growth in erythrocytes, 48 h | Potency, µM (series often up to 28.7 µM), for the others: at the highest dose activity change, negative = inhibition, usual class: inhibitors | 310,000 tested, 5.9% active | AID 504832, 2011; also: potency is read from the fitted curve at half-maximal effect; % is scaled to controls: 0 for no effect and ±100 for the full control effect
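Here the parasites carry a stable luciferase gene and grow inside erythrocytes in Albumax-based RPMI medium with compound for one erythrocytic cycle. Activity is scored as loss of luminescent signal.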
Numbers without * were called inactive; ? = inconclusive; nt = not tested or not shown; [ ] = another dose, or the depositor's remark. Unless noted, calls follow the shape of the dose curve; as a rule, active = well fitted curve in the direction sought with a large enough effect; inconclusive = small, poorly fitted or top-dose-only effect, or another doubt; inactive = no such curve, though single readings can be large; an effect the other way counts as inactive or inconclusive.

SMILES	Pf growth 96h	Shiga toxin inh	HCV inh	LmPK inhibitor	Cycloheximide cs	Tb PYK inh	Pf growth 48h
Cn1nc(C(=O)N2CCN(c3ccccn3)CC2)c2ccccc2c1=O	8%	nt	-17%	nt	nt	-4%	-2%
CCOc1ccc(NC(=O)c2oc3ccccc3c2NC(=O)CC)cc1	?	-5	nt	1%	1	nt	71%[activator]
Cc1c(C(=O)N(Cc2ccc(F)cc2)C2CCS(=O)(=O)C2)oc2ccccc12 (stereo unspecified)	-5%	-6	-4%	2%	-4	-1%	-15%
CC(=O)N1CCN(c2ccc(NCc3ccc(C)cc3)cc2)CC1	20%	26	-20%	-3%	8	-10%	-19%
CCOC(=O)N1CCN(C(=O)c2ccc3nc(SCc4ccc(F)cc4)n(C)c3c2)CC1	nt	-7	?	0%	-3	2%	?
Cc1[nH]ccc(=O)c1Oc1ncc(C(F)(F)F)cc1Cl	21%	4	13%	2%	-3	0%	0%
N#Cc1ccccc1COC(=O)c1ccc2c(c1)OCCO2	59%[activator]	nt	13%	nt	nt	5%	82%[activator]
Cc1cccc(C2=NN(c3ccccc3)[C@@H](C(=O)N3CCOC3=O)[C@@H]2c2ccc([N+](=O)[O-])cc2)c1	nt	-6	-31%	nt	7	2%	nt
CCc1nnc(NC(=O)CSc2nnc(-c3ccoc3C)n2-c2ccccc2)s1	nt	-23	3%	2%	-2	-4%	5%
CCOc1ccc(N2C(=O)CC(N3CCN(c4ccc(Cl)cc4)CC3)C2=O)cc1 (stereo unspecified)	3.3µM*	-18	5%	1%	2	-13%	1%
CCSCc1nc2ccccn2c1Br	?	-5	16%	-6%	16	-5%	-12%
Cc1cc(Nc2ccc(F)cc2Cl)n2ncnc2n1	3%	-3	-2%	3%	0	-2%	-8%
CCOC(=O)c1cnc(SCc2nc(N)nc(Nc3ccc(C)cc3)n2)nc1N	nt	16	-11%	4%	13*	8%	?
Cn1cnnc1SCC(=O)Nc1ccccc1Oc1ccccc1	-3%	17	8%	-1%	8	0%	89%
O=C(NCCC1=CCCCC1)c1cc(COc2c(F)cccc2F)on1	-10%	18	-1%	1%	8	5%	4%
CCOC(=O)c1cc2sccc2n1CC(=O)N1CCc2ccccc21	27%	-15	-4%	3%	-4	1%	2%
Oc1ccccc1C(Nc1nccs1)c1ccc2cccnc2c1O (stereo unspecified)	2.6µM*	5	4.5µM*	-4%	0	2%	1.9µM*
O=C(Cn1nc(-c2ccccc2)c2ccccc2c1=O)NCC1CCCO1 (stereo unspecified)	nt	-3	-14%	0%	-2	-4%	-4%
Cc1ccccc1NC(=O)CSc1nc2c(c(=O)n(C)c(=O)n2C)n1C	41%[activator]	-4	5%	-7%	-7	-2%	4%
COc1ccc2nc(NC(=O)CSc3nccc(C)n3)sc2c1	0%	22	?	5%	8	4%	2%
CCn1cc(C(=O)NC2CCc3ccccc32)c(=O)c2ccc(C)nc21 (stereo unspecified)	nt	-2	-7%	2%	10	nt	0%
Cc1ccc(C)c(NC(=O)CSc2n[nH]c(-c3ccccn3)n2)c1	-7%	2	?	0%	5	13%	?
NS(=O)(=O)c1ccc(NC(=O)COC(=O)c2cc([N+](=O)[O-])ccc2Cl)cc1	21%	-10	3%	0%	-2	-1%	5%
COc1cccc(N2CC(C(=O)N3CCC4(CC3)CC(=O)c3ccccc3O4)CC2=O)c1 (stereo unspecified)	61%[activator]	nt	-44%	nt	nt	1%	?
CCN(CC(=O)Nc1cccc(OC)c1)c1ncnc2sc(C)c(C)c12	32%[activator]	-5	?	0%	-4	-5%	2%
CNC(=O)CN(c1ccc(F)cc1)S(=O)(=O)c1cc(C)ccc1OC	?	-7	?	-1%	-2	-5%	nt
COc1cc(/C=C2\C(=N)N3N=C(S(C)(=O)=O)SC3=NC2=O)cc(OC)c1OCCOc1ccccc1C	26%	5	8%	0%	13	4%	-2%[0.00184 µM]
CCN(c1ccccc1)S(=O)(=O)c1cnc[nH]1	?	-17	7%	-8%	-4	-3%	4%
Cc1cc(NC(=O)c2cccc(S(=O)(=O)N3CCOCC3)c2)no1	nt	-14	3%	4%	-1	7%	0%
CN(CCC#N)C(=O)COC(=O)c1ccc2c(=O)n3c(nc2c1)CCC3	134%	-4	10%	-10%	0	-5%	43%[activator]
CCSc1oc(-c2ccco2)nc1S(=O)(=O)c1ccc(F)cc1	nt	-1	-13%	1%	-2	-3%	?
CCOc1ncccc1C(=O)N1CCN(S(=O)(=O)c2ccc(Br)cc2Cl)CC1	?	-8	6%	-1%	7	0%	-2%
OCCN1CCN(c2nc(-c3ccccc3)c3cc(Cl)ccc3n2)CC1	?	-24	?	-2%	-6	-3%	?
Cc1cccc(NC(=O)c2onc3c2CCCC3)c1C	174%[activator]	116*	-9%	?	33*	-11%	183%[activator]
Cc1n[nH]c(=S)n1/N=C/c1ccccc1OCc1ccc(Cl)cc1	35%[activator]	12	?	-4%	18	?	35%[activator]
CCCCc1cc(=O)oc2c(C)c(OCC(=O)N3CCC(C(N)=O)CC3)ccc12	20%	7	-15%	-9%	-3	-5%	?
O=C1C=C(N2CCCCCC2)C2(CCCCC2)O1	42%[activator]	12	-25%	-1%	-5	-5%	1%
Cc1ccc(S(=O)(=O)NCC2CCC(C(=O)N3CCN(C)CC3)CC2)cc1 (stereo unspecified)	?	13	?	-1%	-1	-1%	12%
CS(=O)(=O)N(CC(=O)Nc1ccc(F)cc1F)c1cccc([N+](=O)[O-])c1	119%[activator]	-11	14%	2%	2	-5%	-1%
CC(C)N(Cc1nc(-c2ccccc2)no1)C(=O)c1ccc2c(c1)OCO2	-91%	-13	?	3%	-1	2%	?
O=C1Cc2cc(S(=O)(=O)NCc3ccccc3Cl)cc3c2N1CCC3	-22%	-17	-16%	11%	-1	-4%	?
Cc1cc(C)n2nc(C(=O)OCC(=O)N(C)C3CCCCC3)nc2n1	23%	nt	19%	nt	nt	-2%	0%
COC(=O)c1ccc(OCC(=O)N2CCCc3ccccc32)cc1	?	-3	-12%	-7%	0	4%	-11%
Cc1nc(NC(=O)CSc2nnc(N)s2)c(Cl)cc1Cl	4%	-14	0%	-8%	1	-9%	7%
Cc1ccc(C)c2c1cc(C)c1nnc(SCC(=O)Nc3nc4c(s3)CCCC4)n12	11%	-7	16%	0%	-1	-18%	-1%

Copied from the list.
Value of `CCSCc1nc2ccccn2c1Br` under LmPK inhibitor: -6%
Value of `Cn1nc(C(=O)N2CCN(c3ccccn3)CC2)c2ccccc2c1=O` under Pf growth 96h: 8%
Value of `Cc1c(C(=O)N(Cc2ccc(F)cc2)C2CCS(=O)(=O)C2)oc2ccccc12` (stereo unspecified) under Tb PYK inh: -1%
Value of `CC(=O)N1CCN(c2ccc(NCc3ccc(C)cc3)cc2)CC1` under Pf growth 96h: 20%
Value of `Cc1n[nH]c(=S)n1/N=C/c1ccccc1OCc1ccc(Cl)cc1` under Shiga toxin inh: 12
Value of `Cc1nc(NC(=O)CSc2nnc(N)s2)c(Cl)cc1Cl` under Pf growth 48h: 7%

A second format for part of the listing above.
smiles | Pf growth 96h | Shiga toxin inh | HCV inh | LmPK inhibitor | Cycloheximide cs | Tb PYK inh | Pf growth 48h
NS(=O)(=O)c1ccc(NC(=O)COC(=O)c2cc([N+](=O)[O-])ccc2Cl)cc1 | 21% | -10 | 3% | 0% | -2 | -1% | 5%
COc1cccc(N2CC(C(=O)N3CCC4(CC3)CC(=O)c3ccccc3O4)CC2=O)c1 (stereo unspecified) | 61%[activator] | nt | -44% | nt | nt | 1% | ?

New compounds follow
SMILES	Pf growth 96h	Shiga toxin inh	HCV inh	LmPK inhibitor	Cycloheximide cs	Tb PYK inh	Pf growth 48h
CC(C)N1C(=O)N(c2ccccc2)C(C)(O)CC1(C)C (stereo unspecified)	440%[activator]	-2	-4%	1%	-2	3%	3%
CC1(C(=O)O)CCC(C(=O)N2CCOCC2)C1(C)C (stereo unspecified)	nt	36	13%	-2%	4	-7%	0%
O=C(Nc1ccc(OC(F)(F)F)cc1)C1CCCCN1S(=O)(=O)c1ccccc1 (stereo unspecified)	?	nt	?	nt	nt	2%	0%
O=C(c1coc(=O)c(Br)c1)N1CCCc2ccccc21	?	74*	-27%	6%	40*	-8%	14%
CC(CC(=O)Nc1nccs1)c1ccccc1 (stereo unspecified)	?	25	16%	7%	-3	-3%	?
Cc1ccc(N2CC(=O)N(NC(=O)c3sc4nc(C)cc(C)c4c3N)CC2=O)cc1	-1%	-26	-17%	-1%	-2	-3%	5%
COC(=O)c1c(NC(=O)COC(=O)CNC(=O)C2CCCCC2)sc(C)c1C	40%[activator]	-13	-8%	0%	-3	3%	21%
Cc1ccc(C2=Nc3ccccc3NC(C)(c3ccc(C)o3)C2)o1 (stereo unspecified)	?	82*	0%	-4%	60*	-5%	?
Cc1cc(C)cc(NC(=S)NC2CC3CCC(C2)N3Cc2ccco2)c1 (stereo unspecified)	2.3µM*	-12	-7%	2%	-4	8%	?
Cn1c(N/N=C\c2cccc(O)c2)cc(=O)n(C)c1=O	52%[activator]	24*	6%	-6%	19*	-7%	30%[activator]
CC1=CC(C)(C)NC(=S)N1C(C)c1ccccc1 (stereo unspecified)	12%	-7	?	11%	-6	2%	?
O=C(Nc1ccc(C(=O)O)cc1)Nc1ccc([N+](=O)[O-])cc1	8%	-2	-7%	3%	-3	-7%	-1%
O=C(Nc1nnc(CCS(=O)(=O)c2ccc3ccccc3c2)s1)c1cccs1	17%	-14	?	1%	-2	0%	15%
Cc1ccc2nc(N(CCCN(C)C)C(=O)c3ccc(S(=O)(=O)N4CCCCCC4)cc3)sc2c1	?	-7	?	-3%	-3	-11%	13µM*
C(=C\c1ccccc1)/C=N/Nc1nc(N2CCOCC2)nc(N2CCOCC2)n1	?	-19	-11%	7%	-4	-2%	-9%
Cc1ccc(C)c(CSc2nc(-c3ccco3)nc3c2c(=O)n(C)c(=O)n3C)c1	38%[activator]	-4	nt	-1%	-2	nt	22%
O=C(Nc1ccncc1)c1sc2ccccc2c1Cl	?	72*	?	-7%	26*	-1%	128%[activator]
COc1ccc(Nc2nc(NC(C)(C)C)nc(N3CCOCC3)n2)c(OC)c1	21%	-4	7.1µM*	0%	2	3%	?
COc1nn(CC(=O)N2N=C(C)CC2(O)C(F)F)cc1[N+](=O)[O-] (stereo unspecified)	-8%	1	12%	5%	-1	1%	-81%
COc1ccc(NC(=O)CN(C)S(=O)(=O)c2ccccc2)c([N+](=O)[O-])c1	107%[activator]	20	11%	-4%	-1	-2%	22%
COc1cc(Cl)c(C)cc1NC(=O)c1ccc(S(C)(=O)=O)cc1	-4%	-8	?	4%	-2	-3%	-2%
O=C(NNC(=S)Nc1ccccc1)c1cccc(Br)c1	109%[activator]	33	5%	-1%	26*	-9%	nt
O=C(c1ccc2c(=O)n3c(nc2c1)CCCCC3)N1CCCCC1	-23%	-1	-1%	4%	21*	-5%	21%
Cc1ccccc1OCCn1c(CCNC(=O)C(C)C)nc2ccccc21	?	-18	17%	0%	-4	0%	-4%
COc1ccc(C(=O)NC2CCN(S(=O)(=O)c3ccc(F)cc3)CC2)cc1	?	-5	-9%	4%	-2	-1%	10%
